Bioassay records: PubChem BioAssay, National Center for Advancing Translational Sciences (NCATS)
pAkt inh: HTS Assay for Inhibitors of Akt Phophorylation: Primary Screen; Neuro2A IGF-stimulated pAkt S473 HTRF, 20 min; active compounds read low; activity change, % for hits at 50 µM; 360,000 compounds, 0.32% hits; in the data active = activity change below about -80%; inconclusive = mostly about -51% to -80%; also: % is scaled to controls: 0 for no effect and ±100 for the full control effect
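Neuro2A cells (4,500/well, DMEM with 0.5% FBS) were treated with compound at a single 50 µM final concentration, stimulated with 6 nM IGF for 20 min at 37 °C, and lysed. Phospho-Akt Ser473 was read by HTRF as 665/615 ratio ×10^4.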
GLP-1R inv ag: qHTS of GLP-1 Receptor Inverse Agonists (Inhibition Mode) | HEK293 GLP-1R CRE-luciferase, luminescence, 24 h; GLP-1R form is constitutively active | Potency, µM (series often up to 38.3 µM), without a hit: at the highest dose activity change, negative = inhibition, usual class: inhibitors | 410,000 compounds, 1.6% hits | Glucagon-like peptide 1 receptor (Homo sapiens), P43220; also: potency is read from the fitted curve at half-maximal effect; % is scaled to controls: 0 for no effect and ±100 for the full control effect; nearly all actives have a fitted effect of over 55% in size
Target sequence (P43220 whole entry, looked up): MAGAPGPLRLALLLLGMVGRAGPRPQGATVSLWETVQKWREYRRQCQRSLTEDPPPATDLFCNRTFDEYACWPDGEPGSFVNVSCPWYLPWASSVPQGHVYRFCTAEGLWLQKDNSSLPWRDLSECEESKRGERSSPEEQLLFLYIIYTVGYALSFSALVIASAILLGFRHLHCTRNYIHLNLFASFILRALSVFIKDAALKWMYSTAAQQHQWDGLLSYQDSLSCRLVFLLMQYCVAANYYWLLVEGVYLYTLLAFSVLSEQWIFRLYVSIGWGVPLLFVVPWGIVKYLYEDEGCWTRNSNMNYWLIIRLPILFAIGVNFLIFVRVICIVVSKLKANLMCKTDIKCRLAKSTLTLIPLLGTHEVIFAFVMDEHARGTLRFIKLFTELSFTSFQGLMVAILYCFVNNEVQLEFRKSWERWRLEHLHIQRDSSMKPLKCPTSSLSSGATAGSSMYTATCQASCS
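Inverse agonism was detected as reduced cAMP-driven luciferase luminescence after 24 h compound treatment. The cells were HEK293 clones expressing constitutively active human GLP-1R with the reporter. Reporter-only and GPR119 cell lines served as counterscreen controls.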
FUS suppressor: qHTS for Suppressors of FUS Proteinopathy: Primary screen using FUS-linked yeast assay. AID 1347120, 2019. S. cerevisiae FUS-expressing, growth rescue, OD600, 24 h. 390,000 compounds, 0.24% hits. Potency, µM (doses to about 76.6 µM), inactives show at the highest dose growth rescue (activation), hits mostly activators;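 also: potency is read from the fitted curve at half-maximal effect; plate controls were DMSO vehicle for no effect and reference control for full effect; nearly all actives have a fitted effect of over 55% in size; some results filed as inactive show a strong effect at the top dose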
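Read-out: OD at 600 nm after 24hr at 30C, reporting rescue of FUS-induced yeast toxicity. Cells at OD 0.005 in galactose (2%) minimal medium; compounds tested in a dilution series; CP55940 titration from 92uM final as control.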
GLP-1R agonist: qHTS of GLP-1 Receptor Agonists; HEK293 GLP-1R CRE-luciferase, luminescence, 4-6 h; cells express a hypersensitive GLP-1R form; Potency, µM (titrated, usually from 45.6 µM), for the others: at the top dose activation, actives largely listed as activators; 380,000 compounds, 0.007% hits; AID 624172, 2012; also: potency is read from the fitted curve at half-maximal effect; % of control where 0% means no effect
TDP43 rescue: qHTS of TDP-43 Inhibitors; 410,000 compounds, 1.8% hits; AID 652104, 2013; TDP-43 expressing yeast growth rescue, BacTiter-Glo, 24 h; Potency, µM (doses to about 46.1 µM), for inactives: at the top dose growth rescue (activation), hits mostly activators; also: potency is read from the fitted curve at half-maximal effect; % of control where 0% means no effect; nearly all actives have a fitted effect of over 50% in size
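Yeast expressing TDP-43 (pregrown in raffinose, seeded at OD600=0.02 in galactose medium) exposed to compounds 24 hr at 30 deg C. Growth read by BacTiter-Glo luminescence; rescue of toxicity appears as increased signal.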
Abeta rescue: qHTS for compounds that reverse cellular toxicity of Amyloid beta (A-beta) peptide in yeast: Primary Screen; yeast expressing A-beta42, growth rescue, OD600, 48 h; response scale: 0% DMSO, 100% iron-clioquinol control; Potency, µM (titrated, usually from 46.1 µM), without a hit: at the top dose growth rescue, hits mostly activators; 410,000 compounds, 0.063% hits; AID 1347071, 2019; also: potency is read from the fitted curve at half-maximal effect; nearly all actives have a fitted effect of over 55% in size
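Growth rescue measured by 600 nm absorbance after 48 h yeast culture at 30 C with compound. Values normalized between DMSO and an equimolar ferric chloride plus clioquinol control.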
PTHR1 agonist: qHTS for PTHR1 Agonists: Primary Screen; Parathyroid hormone/parathyroid hormone-related peptide receptor (Homo sapiens), Q03431; HEK293 GP2 PTHR1 cells, GloSensor cAMP luminescence, 1 h; Potency, µM (top dose mostly 115 µM), for the others: at the top dose activation, actives largely listed as activators; 410,000 compounds, 0.075% hits; AID 743266, 2014; also: potency is read from the fitted curve at half-maximal effect; nearly all actives have a fitted effect of over 55% in size; some results filed as inactive show a strong effect at the top dose; inactives centre near -15; many of its hits are not listed in these tables
Target sequence (Q03431 whole entry, looked up): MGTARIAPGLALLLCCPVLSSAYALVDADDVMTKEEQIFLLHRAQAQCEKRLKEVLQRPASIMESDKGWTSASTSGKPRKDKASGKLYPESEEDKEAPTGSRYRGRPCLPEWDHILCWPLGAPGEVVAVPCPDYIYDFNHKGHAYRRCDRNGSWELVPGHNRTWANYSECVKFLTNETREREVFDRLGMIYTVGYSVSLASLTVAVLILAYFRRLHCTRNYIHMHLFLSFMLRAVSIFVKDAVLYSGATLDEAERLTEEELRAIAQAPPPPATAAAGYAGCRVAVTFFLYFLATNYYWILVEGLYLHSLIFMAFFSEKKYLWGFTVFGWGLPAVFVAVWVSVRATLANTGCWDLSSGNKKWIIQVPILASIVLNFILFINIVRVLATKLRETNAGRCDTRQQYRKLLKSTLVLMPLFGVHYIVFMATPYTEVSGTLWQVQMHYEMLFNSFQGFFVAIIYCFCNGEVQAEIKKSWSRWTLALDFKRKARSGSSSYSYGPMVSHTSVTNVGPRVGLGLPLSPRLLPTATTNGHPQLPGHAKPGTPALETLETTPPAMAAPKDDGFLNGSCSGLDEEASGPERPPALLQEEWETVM
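HEK-293-derived GP2 cells expressing PTHR1 and a GloSensor cAMP reporter, 3,000/well, plated overnight, given luciferin plus IBMX (each 0.5 mM as added) for 1 h at 37 °C, then compound for 1 h at 37 °C. Luminescence was read after 15 min at room temperature.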
aSyn rescue: qHTS of alpha-syn Inhibitors; 370,000 compounds, 0.14% hits; Potency, µM (series often up to 46.1 µM), for the others: top-dose growth rescue (activation), actives largely listed as activators; Yeast expressing alpha-synuclein, growth rescue, BacTiter-Glo, 24 h; also: potency is read from the fitted curve at half-maximal effect; % of control where 0% means no effect; nearly all actives have a fitted effect of over 65% in size
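Galactose-induced alpha-syn yeast (OD600=0.02, raffinose-pregrown) + pinned cpd, 24 hr, 30 deg C; growth by BacTiter-Glo luminescence. Growth restoration scores as activation.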
DRD3 antagonist: qHTS of D3 Dopamine Receptor Antagonist: qHTS; D3R cells, DiscoveRx beta-arrestin luminescence, antagonist mode; active compounds read low; max response, negative = inhibition, %; 360,000 compounds, 2.5% hits; AID 652054, 2013; in the data active = max response below about -50%; inconclusive = no clear call, values can overlap the other calls; also: % is scaled to controls: 0 for no effect and ±100 for the full control effect; mostly tested at two doses, the higher about 12 µM
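Cells expressing the human receptor were seeded at 1500 cells/well, incubated overnight at 37 degrees C in 5% CO2, then exposed to library compounds with dopamine controls for 90 minutes at 37 degrees C before luminescent detection.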
Numbers without * were called inactive; [ ] = dose if it differs, or a comment. Unless noted, calls follow the shape of the dose curve; as a rule, active = well fitted curve in the direction sought with a large enough effect; inconclusive = small, poorly fitted or top-dose-only effect, or another doubt; inactive = no such curve, though single readings can be large; an effect the other way counts as inactive or inconclusive. Some of the compounds tested; rates above refer to the full screens.

Results for N#CCC(=O)NN1Cc2ccccc2C1=N ?
pAkt inh: inactive; GLP-1R inv ag: 11.0%; FUS suppressor: -15.6%; GLP-1R agonist: -0.8%; TDP43 rescue: 9.9%; Abeta rescue: -1.7%; PTHR1 agonist: inactive; aSyn rescue: -7.2%; DRD3 antagonist: 15.6

Results for COc1ccc(OC)c(CN2CCN(C(=O)Cc3ccccc3)CC2)c1 ?
pAkt inh: inactive; GLP-1R inv ag: 5.7%; FUS suppressor: 11.3%; GLP-1R agonist: -1.7%; TDP43 rescue: -3.7%; Abeta rescue: -3.7%; PTHR1 agonist: -4.6%; aSyn rescue: -1.8%; DRD3 antagonist: -22.0

Results for O=c1[nH]c(=O)n(CCC2=CCCCC2)c(O)c1C=NC1CCN(Cc2ccccc2)CC1 ?
pAkt inh: inactive; GLP-1R inv ag: -25.3%; FUS suppressor: -28.8%; GLP-1R agonist: -3.6%; TDP43 rescue: 4.3%; Abeta rescue: -4.4%[9.22 µM]; PTHR1 agonist: -23.1%; aSyn rescue: -8.3%; DRD3 antagonist: 22.3

Results for Cc1onc(-c2c(Cl)cccc2Cl)c1C(=O)Nc1ccc2c(C(F)(F)F)cc(=O)oc2c1 ?
pAkt inh: inactive; GLP-1R inv ag: -5.2%; FUS suppressor: inconclusive; GLP-1R agonist: -0.2%; TDP43 rescue: -5.6%; Abeta rescue: -95.5%[inhibitor]; PTHR1 agonist: -16.3%; aSyn rescue: 7.8%; DRD3 antagonist: 5.1

How did Cc1cc(/C=C2/C(=O)NC(=O)N(Cc3ccco3)C2=O)c(C)n1-c1ccccc1 do in these assays?
pAkt inh: inactive; GLP-1R inv ag: 10.0%; FUS suppressor: inconclusive; GLP-1R agonist: 0.0%; TDP43 rescue: -20.1%; Abeta rescue: -8.4%; PTHR1 agonist: -36.8%[inhibitor]; aSyn rescue: -0.5%; DRD3 antagonist: 10.5

How did O=S1c2ccccc2-c2ccccc21 do in these assays?
pAkt inh: inactive; GLP-1R inv ag: 6.4%; FUS suppressor: -29.1%; GLP-1R agonist: 13.9%; TDP43 rescue: 6.7%; Abeta rescue: 2.3%; PTHR1 agonist: inactive; aSyn rescue: 6.1%; DRD3 antagonist: 20.7

How did CCC1(C)CC(CCNCc2ccc(N(C)C)cc2)(c2ccc(F)cc2)CCO1 (centres undefined) do in these assays?
pAkt inh: inactive; GLP-1R inv ag: inconclusive; FUS suppressor: -11.4%; GLP-1R agonist: 0.4%; TDP43 rescue: 6.3%; Abeta rescue: 26.5%; PTHR1 agonist: inconclusive; aSyn rescue: 8.7%; DRD3 antagonist: -8.0

How did CCOP(=O)(OCC)C(NC(=O)CN1C(=O)c2ccccc2S1(=O)=O)C(Cl)(Cl)Cl (centres undefined) do in these assays?
pAkt inh: inactive; GLP-1R inv ag: 10.0%; FUS suppressor: 13.9%; GLP-1R agonist: 0.4%; TDP43 rescue: 6.1%; Abeta rescue: -0.7%; PTHR1 agonist: inactive; aSyn rescue: -0.4%; DRD3 antagonist: 40.9

How did CCC(C)n1c(C)cc(C(N)=O)c1C (centres undefined) do in these assays?
pAkt inh: inactive; GLP-1R inv ag: -1.7%; FUS suppressor: 20.1%; GLP-1R agonist: 0.2%; TDP43 rescue: -18.6%[9.22 µM]; Abeta rescue: -14.3%; PTHR1 agonist: inconclusive; aSyn rescue: -0.6%; DRD3 antagonist: -9.6

Results for CC1C2Cn3c(nc4ccccc43)C1N(C)O2 (centres undefined) ?
pAkt inh: inactive; GLP-1R inv ag: 16.2%; FUS suppressor: -23.9%; GLP-1R agonist: -3.4%; TDP43 rescue: 19.8%; Abeta rescue: 1.5%; PTHR1 agonist: -25.7%; aSyn rescue: -6.4%; DRD3 antagonist: 6.0

What do the screens show for `C#C[C@]1(O)CCC2C3C(CC[C@@]21C)[C@@]1(C)CC[C@@H](O)CC1=C[C@H]3O` (some centres undefined)?
pAkt inh: inactive; GLP-1R inv ag: 11.6%; FUS suppressor: 7.5%; GLP-1R agonist: -6.1%; TDP43 rescue: 14.3%; Abeta rescue: -9.4%; PTHR1 agonist: inactive; aSyn rescue: 15.7%; DRD3 antagonist: 8.9

How did O=[N+]([O-])[N-][n+]1cnn(Cc2ccc(Cl)cc2)c1 do in these assays?
pAkt inh: inactive; GLP-1R inv ag: -14.7%; FUS suppressor: -3.2%; GLP-1R agonist: -0.3%; TDP43 rescue: 16.9%; Abeta rescue: 3.2%; PTHR1 agonist: 19.3%; aSyn rescue: -0.5%; DRD3 antagonist: 9.1

How did CCOP(=O)(OCC)C(O)c1ccc(Br)cc1 (centres undefined) do in these assays?
pAkt inh: inactive; GLP-1R inv ag: 13.6%; GLP-1R agonist: -2.0%; TDP43 rescue: -12.5%; Abeta rescue: 0.0%; PTHR1 agonist: -21.0%; aSyn rescue: -9.6%; DRD3 antagonist: 26.7

How did O[C@@H]1CCCN2CCc3c([nH]c4ccccc34)[C@H]12 do in these assays?
pAkt inh: inactive; GLP-1R inv ag: 5.3%; FUS suppressor: -7.3%; GLP-1R agonist: -2.7%; TDP43 rescue: -1.1%; Abeta rescue: -13.5%; PTHR1 agonist: 15.6%; aSyn rescue: 4.0%; DRD3 antagonist: 1.5

What do the screens show for `CC12CCC3C(CC=C4CC(O)CCC43C)C1CC(=CN1CCOCC1)C2=O` (centres undefined)?
pAkt inh: inactive; GLP-1R inv ag: 6.3%; FUS suppressor: 20.3%; GLP-1R agonist: 10.1%; TDP43 rescue: -81.3%[inhibitor]; Abeta rescue: -64.8%[inhibitor]; PTHR1 agonist: inactive; aSyn rescue: -72.7%[inhibitor]; DRD3 antagonist: 1.7

Results for CCNc1nc(NC(C)(C)C)nc(SC)n1 ?
pAkt inh: inactive; GLP-1R inv ag: -4.0%; FUS suppressor: -21.4%; GLP-1R agonist: inconclusive; TDP43 rescue: inconclusive; Abeta rescue: -13.0%; PTHR1 agonist: inactive; aSyn rescue: -3.4%; DRD3 antagonist: 30.0

Results for COC(=O)C1=C(c2ccccc2)C[C@@H]2CC[C@H]1N2C(=O)N1CCOCC1 ?
pAkt inh: inactive; GLP-1R inv ag: -2.5%; FUS suppressor: -13.4%; GLP-1R agonist: 1.5%; TDP43 rescue: 0.2%; Abeta rescue: -4.2%; PTHR1 agonist: inactive; aSyn rescue: 1.0%; DRD3 antagonist: 7.7

How did COC(=O)C1=C(c2ccc(OC)c(OC)c2)C[C@@H]2CC[C@H]1N2C(=O)NCCOc1ccccc1Cl do in these assays?
pAkt inh: inactive; GLP-1R inv ag: 5.8%; FUS suppressor: 25.1%; GLP-1R agonist: 15.7%; TDP43 rescue: 8.0%; Abeta rescue: 1.8%; PTHR1 agonist: inactive; aSyn rescue: 0.0%; DRD3 antagonist: 12.1

What do the screens show for `O=C(CCn1c(=O)oc2ccccc21)N1CCN(C(c2ccccc2)c2ccccc2)CC1`?
pAkt inh: inactive; GLP-1R inv ag: inconclusive; FUS suppressor: 21.1%; GLP-1R agonist: 0.8%; TDP43 rescue: 9.7%; Abeta rescue: -1.3%; PTHR1 agonist: inactive; aSyn rescue: -0.5%; DRD3 antagonist: -17.8

How did O=c1c2ccccc2nc(/C=C/c2ccco2)n1-c1ccccc1O do in these assays?
pAkt inh: inactive; GLP-1R inv ag: 11.2µM*; FUS suppressor: 21.7%; GLP-1R agonist: 2.6%; TDP43 rescue: 27.8%; Abeta rescue: -4.2%; PTHR1 agonist: inactive; aSyn rescue: 3.6%; DRD3 antagonist: 11.7

What do the screens show for `CCC(=O)O[C@H]1CC[C@H]2[C@@H]3CCC4=CC(=O)CC[C@]4(C)[C@H]3CC[C@]12C`?
pAkt inh: inactive; GLP-1R inv ag: 10.4%; FUS suppressor: 10.0%; GLP-1R agonist: 16.1%; TDP43 rescue: 14.1µM*; Abeta rescue: -32.1%[inhibitor]; PTHR1 agonist: -36.7%[inhibitor]; aSyn rescue: 0.6%; DRD3 antagonist: -5.2

Results for Clc1ccc(C2NCCc3[nH]cnc32)cc1 (centres undefined) ?
pAkt inh: inactive; GLP-1R inv ag: -9.3%; GLP-1R agonist: 0.0%; TDP43 rescue: -2.5%; Abeta rescue: 6.0%; PTHR1 agonist: inactive; aSyn rescue: 0.8%; DRD3 antagonist: -13.0

What do the screens show for `COc1cccc(OP(=O)(Nc2ccccc2)Oc2cccc(OC)c2)c1`?
pAkt inh: inactive; GLP-1R inv ag: 10µM*; FUS suppressor: -4.9%; GLP-1R agonist: 7.3%; TDP43 rescue: inconclusive; Abeta rescue: -27.1%; PTHR1 agonist: -30.9%[inhibitor]; aSyn rescue: 3.0%; DRD3 antagonist: 45.7

What do the screens show for `CN1C(=O)C(=Cc2ccccc2OCc2ccccc2Cl)C(=O)N(C)C1=O`?
pAkt inh: inactive; GLP-1R inv ag: 10µM*; FUS suppressor: 3.4%; GLP-1R agonist: 10.3%; TDP43 rescue: -0.5%; Abeta rescue: -1.8%; PTHR1 agonist: inactive; aSyn rescue: -1.6%; DRD3 antagonist: 2.4

How did COc1cc(NC(=O)c2cc3cc4ccc(C)cc4nc3o2)cc(OC)c1OC do in these assays?
GLP-1R inv ag: 1.0%; FUS suppressor: -21.4%; GLP-1R agonist: 2.6%; TDP43 rescue: 12.5%; Abeta rescue: -16.7%; PTHR1 agonist: -64.7%[inhibitor]
